CAL PDZ FP-1 = inhibitors of human CAL PDZ peptide binding; inhibition, % at 20 µM; Q9HD26; purified CAL PDZ, TMR-peptide fluorescence polarization, 1 h; hit rate 0.02% among 330,000; AID 504414;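 active means highest replicate inhibition of at least 40%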;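 further: plate controls were DMSO neutral control wells for no effect and unlabeled competitor peptide control wells for full effect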
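System: purified tagged CAL PDZ domain construct (CerCALP). Schedule: 1 h incubation at room temperature before polarization reading. Medium: 25 mM sodium phosphate pH 7.4, 150 mM NaCl, TCEP, IgG, Thesit. Read-out: percent inhibition from loss of millipolarization. Measured by: FP readout, S and P plane fluorescence. Probe or stimulus: fluorescent TMR peptide probe.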
CDK5 inh = inhibitors of human CDK5/p35 kinase; Recombinant CDK5/p35, ADP-Glo luminescence, 60 min; hit rate 0.01% among 330,000; inhibition, % at 10 µM; AID 488839; Q00535+Q15078;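 active means highest replicate inhibition of at least 50% and at least 75% of replicates reaching 50%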;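 further: plate controls were DMSO neutral control for no effect and GW8510 at 10 µM for full effect; many of its hits are not listed in these tables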
Target sequence (Q00535 whole entry, looked up): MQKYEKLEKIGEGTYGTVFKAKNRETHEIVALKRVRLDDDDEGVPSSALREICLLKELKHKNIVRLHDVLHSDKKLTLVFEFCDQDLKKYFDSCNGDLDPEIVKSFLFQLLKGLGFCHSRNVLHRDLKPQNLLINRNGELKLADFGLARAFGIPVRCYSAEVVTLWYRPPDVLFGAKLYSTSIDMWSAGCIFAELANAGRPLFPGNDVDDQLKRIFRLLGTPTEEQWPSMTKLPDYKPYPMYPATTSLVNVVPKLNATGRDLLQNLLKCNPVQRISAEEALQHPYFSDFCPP
Target sequence (Q15078 whole entry, looked up): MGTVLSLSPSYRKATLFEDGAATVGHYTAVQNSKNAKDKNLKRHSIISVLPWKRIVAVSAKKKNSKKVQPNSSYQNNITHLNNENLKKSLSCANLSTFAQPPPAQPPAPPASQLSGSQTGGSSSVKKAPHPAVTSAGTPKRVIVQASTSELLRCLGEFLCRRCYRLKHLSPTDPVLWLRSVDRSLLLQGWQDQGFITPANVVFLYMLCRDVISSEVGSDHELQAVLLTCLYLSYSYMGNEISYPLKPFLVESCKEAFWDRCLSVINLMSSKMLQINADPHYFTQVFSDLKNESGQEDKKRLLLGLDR
Rtt109 Vps75 = blocks Candida albicans Rtt109/Vps75 acetyltransferase activity; purified Rtt109/Vps75, ThioGlo CoA-SH fluorescence, 4 h; inhibition, % at 34.9 µM; hit rate 0.16% among 330,000; AID 540336;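 active means inhibition of at least 50% in every replicate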
Tat transport = blocks Tat-dependent protein export in E. coli. E. coli MC4100 TorA-mCherry Tat export, fluorescence. inhibition, % at 10 µM. hit rate 0.036% among 340,000. AID 488895;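 active means mean replicate inhibition at least 50% and at least half of replicates individually reaching 50%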;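 further: exported cargo escapes ClpAP degradation while cytoplasmic cargo is degraded and loses fluorescence; 0% = median of neutral control wells and 100% = median of NaSCN control wells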
V-ATPase pHluor = yeast V-ATPase proton transport regulation by pHLuorin; AID 504577; hit rate 0.37% among 350,000; response, % at 10 µM; S. cerevisiae, pHLuorin cytosolic pH fluorescence; in the data active means response mostly above about 7.3%, no sharp cut-off; inactive means mostly below about 5.4%; further: actives read high; inactives centre near 0; some compounds called inactive have numbers as strong as hits; reference of the scale not given here
MITF act = increases MITF-driven TRPM1 promoter luciferase signal. SK-MEL-5 TRPM1-promoter luciferase, 24 h; % of positive control, neutral wells = 0. activation, % at 12.5 µM. hit rate 0.75% among 300,000. AID 588334;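 active means mean activation of at least 80% with every replicate also reaching 80%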;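 further: 0% = neutral control wells and 100% = parthenolide positive control wells; values of inactives mirror those of a sister screen read the other way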
dFosB activator = enhances mouse delta FosB homodimer DNA binding; P13346; purified delta FosB, TAMRA-CDK5 oligo fluorescence polarization; percent of positive-control signal above neutral wells; activation, % at 25 µM; hit rate 0.99% among 340,000;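 active means mean activation above about 17%, with every replicate also reaching it, limit read from the data, passing the limit was not always enough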;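 further: fluorescence polarization rise as delta FosB binds a TAMRA Cdk5 AP-1 oligo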
Target sequence (P13346 whole entry, looked up): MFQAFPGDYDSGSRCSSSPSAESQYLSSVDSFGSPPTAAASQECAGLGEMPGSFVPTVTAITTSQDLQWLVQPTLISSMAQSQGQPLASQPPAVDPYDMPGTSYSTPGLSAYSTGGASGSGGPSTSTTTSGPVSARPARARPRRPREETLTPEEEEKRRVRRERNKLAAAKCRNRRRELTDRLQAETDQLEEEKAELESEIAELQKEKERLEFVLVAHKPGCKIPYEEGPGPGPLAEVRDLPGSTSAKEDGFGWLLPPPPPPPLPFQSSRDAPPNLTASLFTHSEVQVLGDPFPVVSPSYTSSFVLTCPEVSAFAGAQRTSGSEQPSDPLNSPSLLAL
CAL PDZ FP-2 = CAL PDZ (human) peptide binding inhibition | inhibition, % at 24.9 µM | Q9HD26 | hit rate 0.92% among 300,000 | purified CAL PDZ, TMR-peptide fluorescence polarization, 1 h | AID 602252;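 active means mean inhibition of at least 30% with at least half of replicates also reaching 30%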;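 further: 0% = DMSO neutral control and 100% = excess unlabeled competitor peptide PRC23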
RTF Ca sens act = cardiac RTF calcium sensitization. IANBD-labeled TnC RTF fluorescence at EC20 calcium; 0% EC20 calcium, 100% full calcium. hit rate 0.24% among 340,000. P19429+P45379. activation, % at 7.2 µM;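 active means activation above the mean over all tested compounds plus 3 SD, cut at about 30% in these data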;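 further: rise in fluorescence read as greater calcium sensitivity of cardiac thin filaments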
Wnt act = activators of Wnt/beta-catenin signaling; Wnt/beta-catenin reporter cell assay, activator, plate reader; activation, % at 9.35 µM; hit rate 1.2% among 300,000; AID 743398; in the data active means activation above about 30%, passing the limit was not always enough;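 further: 0% = neutral control wells and 100% = positive control wells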
Active calls of the source: *.

For CN(C)CCCN(C(=O)c1ccc(S(=O)(=O)N2CCc3ccccc32)cc1)c1nc2ccc(Cl)cc2s1 the results were CAL PDZ FP-1 -2.0, CDK5 inh 0.1, Rtt109 Vps75 -2.5, Tat transport 6.4, V-ATPase pHluor 1.2, MITF act 2.7, dFosB activator -118.3, CAL PDZ FP-2 -3.6, RTF Ca sens act 0.2 and Wnt act -5.6.
Screening Cc1cc(C)c(C#N)c(SCC(=O)c2cccs2)n1 returned CAL PDZ FP-1 -1.9, CDK5 inh 1.4, Rtt109 Vps75 7.1, Tat transport 8.3, V-ATPase pHluor -3.4, MITF act 47.4, dFosB activator -0.4, CAL PDZ FP-2 -0.8 and RTF Ca sens act -1.9.
`COc1ccc(-n2cnnc2SCc2ncc(-c3ccccc3)o2)cc1` gave CAL PDZ FP-1 -1.6, CDK5 inh -1.7, Rtt109 Vps75 9.1, Tat transport 0.3, V-ATPase pHluor -1.3, dFosB activator -4.1, CAL PDZ FP-2 -2.3, RTF Ca sens act 1.1 and Wnt act 14.7.
Screening COc1cccc(OCc2nc3c4cnn(-c5ccccc5)c4ncn3n2)c1 returned CAL PDZ FP-1 -1.1, CDK5 inh -0.5, Rtt109 Vps75 1.7, Tat transport -2.3, V-ATPase pHluor -2.1, MITF act 16.7, dFosB activator 9.1, CAL PDZ FP-2 -1.9 and RTF Ca sens act 1.4.
`CCCCOc1ccc(N2C(=O)CC(NCc3ccncc3)C2=O)cc1` (configuration not stated) gave CAL PDZ FP-1 -0.8, CDK5 inh -0.6, Rtt109 Vps75 -2.8, Tat transport -10.6, V-ATPase pHluor 0.0, MITF act 0.9, dFosB activator -2.6, CAL PDZ FP-2 -1.6, RTF Ca sens act -1.2 and Wnt act -1.0.
Screening O=C1CCCCN1CCCC(=O)N1CCCC(Nc2ccccc2)C1 (configuration not stated) returned CAL PDZ FP-1 -0.8, CDK5 inh -0.1, Rtt109 Vps75 13.8, Tat transport -1.3, V-ATPase pHluor 1.0, MITF act -5.5, dFosB activator -6.5, CAL PDZ FP-2 -6.6, RTF Ca sens act 3.6 and Wnt act -1.1.
Screening O=C1C2(c3ccccc3)CN(CCCO)CC1(c1ccccc1)CN(CCCO)C2 returned CAL PDZ FP-1 -2.2, CDK5 inh -1.8, Tat transport 0.8, V-ATPase pHluor 0.8, MITF act -3.1, dFosB activator 1.1, CAL PDZ FP-2 -1.5, RTF Ca sens act -3.3 and Wnt act -0.8.
Screening O=C(CSc1ncnc2sccc12)Nc1ccc(S(=O)(=O)N2CCOCC2)cc1 returned CAL PDZ FP-1 -3.5, CDK5 inh 0.9, Rtt109 Vps75 13.7, Tat transport 3.7, V-ATPase pHluor -1.7, MITF act -10.5, dFosB activator -19.1, CAL PDZ FP-2 -4.6, RTF Ca sens act -5.9 and Wnt act -2.3.
For COc1ccc(S(=O)(=O)Nc2c(NC3CCCCC3)c3ccccc3oc2=O)cc1OC the results were CAL PDZ FP-1 -1.8, CDK5 inh 0.0, Rtt109 Vps75 2.6, Tat transport -3.4, V-ATPase pHluor -2.5, MITF act 0.6, dFosB activator -6.1, CAL PDZ FP-2 -4.7, RTF Ca sens act -2.3 and Wnt act -1.9.
For O=C(NCCNCCO)c1c(O)c2cccc3c2n(c1=O)CCC3 the results were CAL PDZ FP-1 -0.8, CDK5 inh -1.3, Rtt109 Vps75 17.3, Tat transport -6.5, V-ATPase pHluor -0.5, MITF act -15.2, dFosB activator -0.8, CAL PDZ FP-2 -4.5 and RTF Ca sens act -2.8.
For CC1(C)OC(=O)C(=NNc2ccc(C(=O)O)cc2)C(=O)O1 the results were CAL PDZ FP-1 -0.3, CDK5 inh -1.2, Rtt109 Vps75 15.1, Tat transport 8.3, V-ATPase pHluor -1.3, MITF act 2.7, dFosB activator -0.3, CAL PDZ FP-2 -2.9, RTF Ca sens act 2.6 and Wnt act -2.3.
COc1ccc(N2CC(O)=C(c3nc(-c4ccc(F)cc4)cs3)C2=N)cc1Cl was read as CAL PDZ FP-1 0.5, CDK5 inh -3.1, Rtt109 Vps75 -3.7, Tat transport -3.3, V-ATPase pHluor 0.5, MITF act -5.8, dFosB activator 1.2, CAL PDZ FP-2 -0.8, RTF Ca sens act 6.0 and Wnt act -0.9.
COc1ccc(CCNC(=O)CSc2cc(=O)[nH]c(N)n2)cc1OC was read as CAL PDZ FP-1 -2.0, CDK5 inh -1.1, Rtt109 Vps75 -0.2, Tat transport -5.8, V-ATPase pHluor -2.3, MITF act -13.3, dFosB activator -0.5, CAL PDZ FP-2 4.6, RTF Ca sens act -1.3 and Wnt act -0.6.
`CCOc1ccc(CCNC(=O)C2CCCN(c3ncnc4c3nc3n4CCCCC3)C2)cc1` (configuration not stated) gave CAL PDZ FP-1 -1.2, CDK5 inh 1.2, Rtt109 Vps75 -1.9, Tat transport 6.0, V-ATPase pHluor 0.9, MITF act 13.7, dFosB activator -15.7, CAL PDZ FP-2 2.1, RTF Ca sens act -2.9 and Wnt act -1.4.
For NC(=O)c1ccccc1NS(=O)(=O)c1ccc(S(=O)(=O)N2CCCC2)cc1 the results were CAL PDZ FP-1 -1.4, CDK5 inh 0.1, Rtt109 Vps75 -4.3, Tat transport 6.5, V-ATPase pHluor 0.2, MITF act 15.4, dFosB activator -10.4, CAL PDZ FP-2 0.8, RTF Ca sens act -1.4 and Wnt act 2.6.

Of the compounds above, 2 contain a halogen:
For CN(C)CCCN(C(=O)c1ccc(S(=O)(=O)N2CCc3ccccc32)cc1)c1nc2ccc(Cl)cc2s1 the results were CAL PDZ FP-1 -2.0, CDK5 inh 0.1, Rtt109 Vps75 -2.5, Tat transport 6.4, V-ATPase pHluor 1.2, MITF act 2.7, dFosB activator -118.3, CAL PDZ FP-2 -3.6, RTF Ca sens act 0.2 and Wnt act -5.6.
COc1ccc(N2CC(O)=C(c3nc(-c4ccc(F)cc4)cs3)C2=N)cc1Cl was read as CAL PDZ FP-1 0.5, CDK5 inh -3.1, Rtt109 Vps75 -3.7, Tat transport -3.3, V-ATPase pHluor 0.5, MITF act -5.8, dFosB activator 1.2, CAL PDZ FP-2 -0.8, RTF Ca sens act 6.0 and Wnt act -0.9.

Following part:
`COc1ccc(NC(=S)NC(=O)CC(C)C)c(OC)c1` gave CAL PDZ FP-1 -0.2, CDK5 inh 2.4, Rtt109 Vps75 3.8, Tat transport -0.6, V-ATPase pHluor -0.8, MITF act 7.8, dFosB activator -2.9, CAL PDZ FP-2 -1.3, RTF Ca sens act -7.2 and Wnt act 3.3.
Screening O=S1(=O)C=C(SCc2cccc(Cl)c2)Nc2ccccc21 returned CAL PDZ FP-1 -0.2, CDK5 inh 2.1, Rtt109 Vps75 1.8, Tat transport -6.4, V-ATPase pHluor 1.9, MITF act -4.5, dFosB activator -8.0, CAL PDZ FP-2 -6.5 and RTF Ca sens act -2.2.
`CCOC(=O)c1cc(C(=O)OCC)cc(-n2c(C)cc(C(=O)CN3CCOCC3)c2C)c1` gave CAL PDZ FP-1 0.8, CDK5 inh 1.9, Rtt109 Vps75 0.9, Tat transport -4.7, V-ATPase pHluor 0.5, MITF act -5.0, dFosB activator -6.2, CAL PDZ FP-2 -6.9 and RTF Ca sens act 6.7.
`CCNc1ccc(C(=O)OCC(=O)NCCN2C(=O)CSC2=O)cc1[N+](=O)[O-]` gave CAL PDZ FP-1 -1.3, CDK5 inh 0.5, Rtt109 Vps75 8.5, Tat transport -7.3, V-ATPase pHluor 8.8, MITF act -7.1, dFosB activator -9.0, CAL PDZ FP-2 -1.9, RTF Ca sens act -1.8 and Wnt act -1.4.
For COC(=O)N/N=C(\C)c1ccc(C)c([N+](=O)[O-])c1 the results were CAL PDZ FP-1 0.2, CDK5 inh 2.6, Rtt109 Vps75 0.9, Tat transport 4.1, V-ATPase pHluor -8.4, MITF act 13.8, dFosB activator -1.0, CAL PDZ FP-2 -0.6 and RTF Ca sens act 2.9.
`COc1ccccc1/C=N/OCc1ccc(C#N)cc1` gave CDK5 inh 0.6, Rtt109 Vps75 -0.2, Tat transport -0.8, V-ATPase pHluor 4.1, MITF act 11.4, dFosB activator -3.7, CAL PDZ FP-2 -7.5, RTF Ca sens act -3.3 and Wnt act -1.6.
Cc1ccc(CNC(=O)C(NS(=O)(=O)c2ccc3nc(C)sc3c2)C(C)C)cc1 (configuration not stated) was read as CAL PDZ FP-1 0.1, CDK5 inh 1.1, Rtt109 Vps75 -9.1, Tat transport 6.3, V-ATPase pHluor -1.4, MITF act 16.6, dFosB activator 2.6, RTF Ca sens act 12.2 and Wnt act -0.7.
For CC(C)C1=C2OC(N)=C(C#N)C(C#N)=C2C(C)CC1 (configuration not stated) the results were CAL PDZ FP-1 -1.8, CDK5 inh -1.7, Rtt109 Vps75 -27.1, Tat transport -4.3, V-ATPase pHluor 2.1, MITF act 6.9, dFosB activator -17.0, CAL PDZ FP-2 -5.6 and RTF Ca sens act 1.9.
`COc1cccc(C(=O)C2CCCN(Cc3cccn3-c3ccccn3)C2)c1` (configuration not stated) gave CAL PDZ FP-1 -1.3, CDK5 inh -1.6, Rtt109 Vps75 0.9, Tat transport 6.2, V-ATPase pHluor -4.6, MITF act -11.9, dFosB activator -4.5, CAL PDZ FP-2 -1.6, RTF Ca sens act 2.3 and Wnt act -2.9.
For Cc1ccccc1C(=O)NC1CC2CCCC(C1)N2Cc1ccc(Cl)cc1 (configuration not stated) the results were CAL PDZ FP-1 -0.4, CDK5 inh -0.5, Rtt109 Vps75 -0.2, Tat transport -3.9, V-ATPase pHluor -0.9, dFosB activator -5.1, CAL PDZ FP-2 0.7, RTF Ca sens act -0.6 and Wnt act 0.6.
For CCc1nn(C(C)C(=O)N2CCN(Cc3ccccc3)CC2)c(=O)c2cc3occc3n12 (configuration not stated) the results were CAL PDZ FP-1 -0.3, CDK5 inh -0.3, Rtt109 Vps75 -1.9, Tat transport -1.4, V-ATPase pHluor -1.2, MITF act -12.1, dFosB activator 1.3, CAL PDZ FP-2 -1.7 and RTF Ca sens act 7.7.
Nc1[nH][nH]c(=O)c1N=Nc1ccccc1 was read as CAL PDZ FP-1 -0.5, CDK5 inh 3.3, Rtt109 Vps75 6.4, Tat transport -4.6, V-ATPase pHluor 3.4, MITF act 7.6, dFosB activator -4.2, CAL PDZ FP-2 -0.1, RTF Ca sens act -0.4 and Wnt act 11.2.
Screening Cc1ccc(C(C)C)c(OCCNCc2ccccc2)c1 returned CAL PDZ FP-1 -0.9, CDK5 inh 0.1, Rtt109 Vps75 -1.5, Tat transport 3.7, V-ATPase pHluor 2.4, dFosB activator 5.7, CAL PDZ FP-2 -0.5, RTF Ca sens act 4.3 and Wnt act -4.9.
Screening N#CCOc1ccccc1/C=N/n1nnnc1N returned CAL PDZ FP-1 -0.6, CDK5 inh 0.3, Rtt109 Vps75 -1.1, Tat transport -6.6, V-ATPase pHluor 1.9, dFosB activator -6.5, CAL PDZ FP-2 17.8, RTF Ca sens act 2.6 and Wnt act -0.1.
For O=C(O)c1cccc(Sc2cc(Cl)ccc2C(=O)O)c1 the results were CAL PDZ FP-1 0.2, CDK5 inh -2.7, Rtt109 Vps75 -4.4, Tat transport -2.1, V-ATPase pHluor -1.4, MITF act -5.2, dFosB activator 1.2, CAL PDZ FP-2 -2.0, RTF Ca sens act -5.1 and Wnt act -1.1.

Screening results as filed in PubChem BioAssay.
